Assay outcomes from PubChem.
MRP resist rev – reverses drug resistance mediated by MRP; differential viability (reversal), % at 10 µM; actives 0.04% (n = 85,000); H69AR cells + 2 uM doxorubicin, CellTiter-Glo, 72 h;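 active = viability drop by adding the cancer drug above about 55%, with treated viability meeting a 40% cutoff, limit read from the data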;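 also: viability without doxorubicin minus viability with 2 µM doxorubicin for each compound; larger differential means the compound sensitizes cells more to doxorubicin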
MRP resist rev cytotoxicity – second read-out of MRP resist rev, no call of its own (marks repeat the call); viability, %; H69AR cells, CellTiter-Glo, 72 h; measured here: cytotoxicity without doxorubicin
MRP resist rev with doxorubicin – second read-out of MRP resist rev, no call of its own (marks repeat the call); viability, %; measured here: viability with 2 uM doxorubicin; stronger effect = lower value
Numbers without * were called inactive. An excerpt; count on the stated rates, not on these rows.

A first look (5 entries):
molecule | MRP resist rev | MRP resist rev cytotoxicity | MRP resist rev with doxorubicin
CN(C)c1ccc(C(=O)OCC(=O)c2cccs2)cc1 | 4 | 91 | 87
Cc1cccc(NS(=O)(=O)c2cnc[nH]2)c1 | 5 | 100 | 95
O=C(CNCC1CCCO1)Nc1ccccc1-n1cccc1 (stereo not drawn) | -2 | 96 | 97
CC(C)n1c(SCC(=O)N2CCCc3ccccc32)nc2c1c(=O)n(C)c(=O)n2C | 5 | 94 | 88
Cc1cc(Nc2ccccc2F)n2nc(C)nc2n1 | 11 | 98 | 87

The whole of this part, previewed entries included:
molecule | MRP resist rev | MRP resist rev cytotoxicity | MRP resist rev with doxorubicin
CN(C)c1ccc(C(=O)OCC(=O)c2cccs2)cc1 | 4 | 91 | 87
Cc1cccc(NS(=O)(=O)c2cnc[nH]2)c1 | 5 | 100 | 95
O=C(CNCC1CCCO1)Nc1ccccc1-n1cccc1 (stereo not drawn) | -2 | 96 | 97
CC(C)n1c(SCC(=O)N2CCCc3ccccc32)nc2c1c(=O)n(C)c(=O)n2C | 5 | 94 | 88
Cc1cc(Nc2ccccc2F)n2nc(C)nc2n1 | 11 | 98 | 87
Cc1cccn2c(=O)c3cc(C(=O)NC(C)c4ccccc4)c(=N)n(CCCn4ccnc4)c3nc12 (stereo not drawn) | -1 | 12 | 13
CCOc1cc(-c2cc(N)n[nH]2)cc(OCC)c1OCC | 4 | 92 | 88
CC(=O)C1=C(O)C(=O)N(c2cccc(C(=O)O)c2)C1c1ccc(F)cc1 (stereo not drawn) | 5 | 101 | 97
CCCCCCCC(=O)OCC(O)CO (stereo not drawn) | 6 | 93 | 87
CCn1c(SCC(=O)N2CCCc3ccccc32)nc2c(c1=O)SC(C)C2 (stereo not drawn) | 4 | 52 | 48

Additional compounds follow.
molecule | MRP resist rev | MRP resist rev cytotoxicity | MRP resist rev with doxorubicin
O=C(c1ccc(C(=O)N2CCN(c3ccccc3F)CC2)nc1)N1CCN(c2ccccc2F)CC1 | 14 | 114 | 100
COc1ccc(CNC(=O)c2onc(C)c2Cl)cc1 | 5 | 101 | 96
C/C(=N\O)C(=O)NCCCn1ccnc1 | 9 | 88 | 80
CCN1C(=O)C(C(=O)NC(C)c2ccccc2)C2CC1(C)Oc1ccccc12 (stereo not drawn) | 9 | 104 | 95
Cc1ccc2c(c1)N(CCCC(=O)NCCCN1CCCC1=O)C(=O)CO2 | -12 | 95 | 107
Cc1csc2ncc(C(=O)Nc3ccccc3Cl)c(=O)n12 | -13 | 29 | 42
CC(C)Cn1c(=O)c(C(=O)Nc2ccncc2)c(O)c2ccccc21 | -3 | 10 | 13
NC(N)=NS(=O)(=O)c1ccc(N)cc1 | 2 | 89 | 87
CN(C(=O)c1ccc(NC(=O)c2cnccn2)cc1)C1CCCCC1 | -1 | 91 | 93
COc1cc(/C=C/C(=O)CC(=O)/C=C/c2ccc(O)c(OC)c2)ccc1O | -1 | 4 | 5

Next part.
molecule | MRP resist rev | MRP resist rev cytotoxicity | MRP resist rev with doxorubicin
CCCOc1cccc(C2C(C(=O)c3ccc(C)o3)=C(O)C(=O)N2CCCN(C)C)c1 (stereo not drawn) | 0 | 101 | 101
COC1=CC(=O)CC(C)C12Oc1c(Cl)c(OC)cc(OC)c1C2=O (stereo not drawn) | -19 | 29 | 48
Cc1cccc2cc(CN(CCCO)C(=O)Nc3ccc(Cl)cc3)c(=O)[nH]c12 | -11 | 51 | 62
CC12CC3(C)CC(C)(C1)CC(C(=O)NC1=NCCS1)(C2)C3 | -4 | 74 | 79
CCN(CC)CCN1C(=O)C(O)=C(C(=O)c2ccc(C)o2)C1c1ccccn1 (stereo not drawn) | -1 | 86 | 87
Cc1ccc2c(=O)c(CN(C)C3CCN(C)CC3)c(C)[nH]c2c1C | -1 | 96 | 96
CCOC(=O)CCc1nn(C)c(=O)c2ccccc12 | -4 | 98 | 102
COCCNC(=O)c1cc2c(-c3ccccc3F)nn(C)c2s1 | -11 | 61 | 73
C=CCOC(=O)C(C#N)c1nc2ccccc2nc1N1CCN(c2ccccc2OCC)CC1 (stereo not drawn) | 5 | 85 | 80
CCN(CC)CCNc1nc2c(c(=O)[nH]c(=O)n2C)n1CCOc1ccccc1 | 1 | 80 | 79

Further structures
molecule | MRP resist rev | MRP resist rev cytotoxicity | MRP resist rev with doxorubicin
CCC(=O)N1c2ccccc2-c2nnc(SC)nc2OC1c1ccc(N(C)C)cc1 (stereo not drawn) | -12 | 76 | 88
CC(=O)Nc1c(I)c(NC(C)=O)c(I)c(C(=O)O)c1I | 0 | 91 | 91
Cn1c(Cn2c(=O)sc3ccccc32)nnc1SCC(=O)N1CCOCC1 | 3 | 102 | 99
O=C1C(=O)N(CCN2CCOCC2)C(c2ccncc2)/C1=C(/O)c1ccc2c(c1)OCO2 (stereo not drawn) | 13 | 113 | 100
COc1ccc(NC(=O)CSc2nnc(Cn3c(=O)sc4ccccc43)n2C)cc1 | -4 | 83 | 86
CCOC(=O)c1ccc(N=CC2=C(O)CC(c3ccco3)CC2=O)cc1 (stereo not drawn) | 1 | 93 | 92
COc1cccc(C(c2sc3nc(C)nn3c2O)N2CCC3(CC2)OCCO3)c1 (stereo not drawn) | -1 | 90 | 92
Cc1ccc(-c2nnc(SCC(=O)N3CC(C)CC(C)C3)o2)cc1C (stereo not drawn) | -4 | 85 | 88
CCN(c1ccccc1)c1cc(C)nc2nc(C)nn12 | -10 | 72 | 82
CSc1ncc(Cl)c(C(=O)C(C#N)c2nc3c(C)cc(C)cc3c(=O)[nH]2)n1 (stereo not drawn) | 6 | 86 | 80

(further entries)
molecule | MRP resist rev | MRP resist rev cytotoxicity | MRP resist rev with doxorubicin
CC(=O)Oc1ccc(C(c2ccc(OC(C)=O)cc2)c2ccccn2)cc1 | -8 | 85 | 93
COc1ccc(-c2cn3c(C)c(C(=O)N4CCc5ccccc5C4)sc3n2)cc1 | -52 | 22 | 74
CC(C)c1nc(SCC(=O)NCc2ccc3c(c2)OCO3)c2c(=O)n(C)c(=O)n(C)c2n1 | 14 | 75 | 60
Cc1cc2cc(CNC(=O)c3ccc(Br)o3)ccc2[nH]1 | 11 | 106 | 95
NNC(=O)c1ccncc1 | 3 | 87 | 83
O=c1cc(NCc2ccccc2)nc2n1CCCS2 | 3 | 93 | 90
Cc1cccc(N)c1SC1CCCCC1O (stereo not drawn) | -44 | 101 | 145
O=C(Nc1nnc(CC(=O)N2CCCC2)s1)c1cnccn1 | 6 | 93 | 87
CCCNC(=O)NS(=O)(=O)c1ccc(Cl)cc1 | 2 | 101 | 99
Cc1nn(-c2ccccc2)c(C)c1NC(=O)Cc1cccs1 | -6 | 94 | 100

(listing goes on)
molecule | MRP resist rev | MRP resist rev cytotoxicity | MRP resist rev with doxorubicin
O=C(CCn1c(=O)c2ccccc2n(Cc2cc(=O)n3ccccc3n2)c1=O)NCc1ccco1 | 9 | 91 | 82
CCc1ccc(NC(=O)CSc2nc3n[nH]c(C)c3c(=N)n2-c2cccc(OC)c2)cc1 | -11 | 10 | 21
COCCn1c(NCc2ccc(C)cc2)nc2c1c(=O)[nH]c(=O)n2C | -8 | 78 | 87
Cc1noc(C(=O)NCc2ccco2)c1Cl | -6 | 91 | 97
Cc1cccc(Cn2c(SCCN3CCCCC3)nc3c2c(=O)[nH]c(=O)n3C)c1 | 11 | 81 | 70
O=C(Oc1ccc(OC(=O)c2ccncc2)cc1)c1ccncc1 | -10 | 74 | 84
Cc1ccc(-c2c3c(=O)n(C)c(=O)n(C)c3c3c(C)cc(C)nn23)cc1 | 7 | 82 | 76
O=C(CCn1c(=O)oc2ccccc21)NCc1ccco1 | 7 | 95 | 88
O=C(Nc1ccccc1Cl)c1ccc(S(=O)(=O)N2CCOCC2)cc1 | 8 | 87 | 78
COCC(=O)Nc1cc(C)c2c(=O)oc3ccccc3c2n1 | -4 | 84 | 88

Reformatted: entries from further up.
COc1cccc(C(c2sc3nc(C)nn3c2O)N2CCC3(CC2)OCCO3)c1 (stereo not drawn)
  MRP resist rev = -1	MRP resist rev cytotoxicity = 90	MRP resist rev with doxorubicin = 92
Cc1ccc(-c2nnc(SCC(=O)N3CC(C)CC(C)C3)o2)cc1C (stereo not drawn)
  MRP resist rev = -4	MRP resist rev cytotoxicity = 85	MRP resist rev with doxorubicin = 88
CCN(c1ccccc1)c1cc(C)nc2nc(C)nn12
  MRP resist rev = -10	MRP resist rev cytotoxicity = 72	MRP resist rev with doxorubicin = 82
CSc1ncc(Cl)c(C(=O)C(C#N)c2nc3c(C)cc(C)cc3c(=O)[nH]2)n1 (stereo not drawn)
  MRP resist rev = 6	MRP resist rev cytotoxicity = 86	MRP resist rev with doxorubicin = 80

Carrying on:
molecule | MRP resist rev | MRP resist rev cytotoxicity | MRP resist rev with doxorubicin
O=C(CCc1nc2ccccc2[nH]1)N1CCc2ccccc2C1 | 14 | 100 | 86
Cc1cc(/C=N/n2cnnc2)c(C)n1-c1ccc2ncccc2c1 | 10 | 88 | 78
Cc1nccc2[nH]c(=O)c(C(=O)NC3CCN(Cc4ccccc4)CC3)cc12 | 14 | 92 | 78
CCN1CCCC1CNC(=O)c1nn(-c2ccc(C)cc2)c(=O)c2c1c1ccccc1n2C (stereo not drawn) | -5 | 48 | 53
CC(C)OC(=O)c1nnc(Cc2ccc(Cl)cc2)o1 | -7 | 96 | 103
CCCCn1c(CN2CCN(C(=O)c3ccco3)CC2)nc2c1c(=O)n(C)c(=O)n2C | 2 | 61 | 59
CC1(C)CN(O)CCN1O | -50 | 62 | 112
CC(C)OC(=O)C(C)(C)Oc1ccc(C(=O)c2ccc(Cl)cc2)cc1 | 8 | 87 | 79
CCNC(=O)c1ccccc1NC(=O)c1cccc(S(=O)(=O)N2CCOCC2)c1 | 1 | 86 | 85
CN(C)CCCN1c2ccccc2CCc2ccc(Cl)cc21 | 3 | 96 | 93

The listing continues.
molecule | MRP resist rev | MRP resist rev cytotoxicity | MRP resist rev with doxorubicin
Cc1ccccc1-n1c(=O)cc(N2CCCCCC2)[nH]c1=O | 7 | 83 | 76
CN(Cc1ccccc1)C(=O)CN1C(=O)C2C3C=CC(C3)C2C1=O (stereo not drawn) | -7 | 99 | 106
CC(=O)Nc1ccccc1O | -1 | 89 | 90
CCOC(=O)CSC(C)C(=O)Nc1nnc(C(C)C)s1 (stereo not drawn) | 3 | 104 | 101
CCCSc1nnc(Cn2c(=O)sc3ccccc32)n1C | -6 | 96 | 102
Cc1nnc(Nc2ccccn2)c2ccccc12 | -16 | 96 | 112
CN1Cc2c(N)cccc2C(c2ccccc2)C1 (stereo not drawn) | -7 | 97 | 104
O=C(C1CCN(Cc2ccccc2)CC1)N1CCCC1 | 9 | 102 | 93
CN1C(=O)CSc2ccc(NC(=O)N3CCN(c4ccccn4)CC3)cc21 | -2 | 90 | 92
Cc1ccccc1OCC(O)Cn1c(N2CCN(c3ccccc3)CC2)nc2c1c(=O)[nH]c(=O)n2C (stereo not drawn) | 7 | 87 | 80

The list continues:
molecule | MRP resist rev | MRP resist rev cytotoxicity | MRP resist rev with doxorubicin
Cn1c(Cn2c(=O)sc3ccccc32)nnc1SCC(=O)NC1CCCC1 | 12 | 98 | 86
CCOC(=O)c1c(NC(C)=O)no[n+]1[O-] | -10 | 78 | 88
CCOC(=O)Cn1c(C(C)=O)nc2ccccc21 | -2 | 92 | 94
CC(C)Cn1c(N)c(C(=O)CSc2nnnn2-c2ccc(Cl)cc2)c(=O)n(C)c1=O | -10 | 86 | 96
CC(=O)OCC(=O)[C@H]1CC[C@H]2[C@@H]3CC=C4C[C@@H](O)CC[C@]4(C)[C@H]3CC[C@]12C | -11 | 68 | 79
N#Cc1cccc(NC(=O)NCCc2c[nH]c3ccccc23)c1 | -16 | 64 | 80
COc1ccc(Cl)cc1C(=O)NCCc1ccc(S(=O)(=O)NC(=O)NC2CCCCC2)cc1 | 2 | 97 | 95
COCCn1c(SCC(=O)N2CCc3ccccc32)nc2c(c1=O)SC(C)C2 (stereo not drawn) | 0 | 66 | 66
COC(=O)C1=C(C)NC(C)=C(C(=O)OC)C1c1ccccc1[N+](=O)[O-] | -23 | 9 | 31

Retrieved by structure from the entries so far:
molecule | MRP resist rev | MRP resist rev cytotoxicity | MRP resist rev with doxorubicin
CC(C)Cn1c(N)c(C(=O)CSc2nnnn2-c2ccc(Cl)cc2)c(=O)n(C)c1=O | -10 | 86 | 96
COC(=O)C1=C(C)NC(C)=C(C(=O)OC)C1c1ccccc1[N+](=O)[O-] | -23 | 9 | 31
